# Compound activity: PubChem, several laboratories
# HEK293 NOD2/NF-kB = NOD2 signaling inhibitors, cell-based, luminescence, uHTS, HEK293 (AID 1566) | HEK293 NOD2/NF-kB luciferase reporter, luminescence; higher % means a stronger effect | one-dose inhibition, % at 4 µM; EC50 in µM for titrated hits | hit rate 0.63% among 290,000; note: many of its hits are not listed in these tables
# T cell HTS = modulators of CD8 T cell-vesicle binding, primary screen, mouse 2C CD8+ T cells, flow cytometry. hit rate 0.068% among 330,000. 2C CD8+ T cell-vesicle binding; active compounds read low. calls only at 7 µM. AID 2052, 2009;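 active = response, share of CD8 T cells binding vesicles, and their 90th percentile fluorescence all below set limits, cut at about 80% in these data, passing the limit was not always enough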
#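 Incubation: binding step 1.5 h, 37 °C, antibody labelling 20 min, ice; system: murine 2C transgenic CD8+ T lymphocytes; technique: cytometric PE anti-B7-1 and Alexa647 anti-CD8 signals after 1% paraformaldehyde fixation; also added: QL9-charged Drosophila Ld/ICAM-1/B7-1 vesicles; control set: naked versus QL9-loaded vesicles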
# KOR beta-arrestin-1 = KOR agonists, beta-arrestin recruitment, primary screen, cell-based, luminescence, uHTS (AID 1777); KOR beta-arrestin recruitment, luminescence; higher % means a stronger effect; hit rate 0.02% among 280,000; one-dose activation, % at 10 µM; EC50 in µM for titrated hits; in the data active = activation above about 50%, passing the limit was not always enough; note: a part of the inactive calls stands beside numbers as strong as those of hits
# KOR beta-arrestin-2 = KOR antagonists, beta-arrestin recruitment, cell-based, luminescence, uHTS (AID 1778). Kappa-type opioid receptor (Homo sapiens). one-dose inhibition, % at 10 µM; IC50 in µM for titrated hits. KOR beta-arrestin recruitment, luminescence, antagonist mode; higher % means a stronger effect. hit rate 0.091% among 290,000; note: strong numbers were not always called active
# Myeloid diff 2 = induction of myeloid progenitor differentiation, primary screen, cell-based, flow cytometry, MLPCN library. ER-HoxA9 myeloid progenitors, lysozyme-GFP differentiation. calls only at 10 µM. hit rate 1% among 360,000;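 active = normalized GFP-positive differentiation at or above the plate's own cutoff, the solvent-only control mean plus 3 SD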;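 note: cells exposed to compound for four days before flow analysis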
# GPR55 antagonists = GPR55 antagonists blocking LPI-driven arrestin recruitment, primary screen, imaging, U2OS, beta-arrestin-GFP, LPI agonist (AID 2013) | G-protein coupled receptor 55 (Homo sapiens) | U2OS GPR55 beta-arrestin-GFP translocation imaging, LPI antagonism; higher % means a stronger effect | one-dose inhibition, % at 10 µM; IC50 in µM for titrated hits | hit rate 0.13% among 290,000;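 active = spots per cell inhibited over 60%, with over 100 cells counted and total cytoplasm intensity under 500,000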;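 note: U2OS cells stably carrying GPR55 and arrestin-GFP stimulated by 5 µM LPI near EC80; imaged beta-arrestin-GFP aggregate spots per cell after agonist stimulation; plate controls were LPI-stimulated DMSO wells for no effect and DMSO wells without LPI for full effect; some results filed as inactive read as strong as hits; confirmed hits need IC50 under 10 µM and bright autofluorescent wells are also inconclusive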
# GPR55 beta-arrestin = GPR55 agonists via beta-arrestin recruitment, primary screen, imaging, U2OS cells, beta-arrestin-GFP redistribution (AID 1961); activation, % at 10 µM, or EC50 in µM where a hit was titrated; hit rate 0.048% among 290,000; U2OS GPR55 beta-arrestin-GFP redistribution imaging; higher % means a stronger effect;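 active = activation above 40% with more than 50 cells counted in the well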;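 note: U2OS osteosarcoma cells stably expressing GPR55 and beta-arrestin-GFP; plate controls were DMSO negative control for no effect and LPI positive control for full effect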
# NOD1 NF-kB reporter = NOD1 signaling inhibitors, primary screen, cell-based, luminescence, uHTS (AID 1578); NOD1-driven NF-kB luciferase reporter cells, luminescence; higher % means a stronger effect; one-dose inhibition, % at 4 µM; EC50 in µM for titrated hits; hit rate 1% among 290,000; in the data active = inhibition mostly above about 36%, no sharp cut-off; inactive = mostly below about 34%;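 note: HEK-293T reporter cells stimulated with the NOD1 agonist gamma-tri-DAP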
# NTR1 agonist = agonists of NTR1, primary screen, imaging, U2OS cells, beta-arrestin-GFP, high content (AID 493036). activation, % at 20 µM. NTR1-U2OS beta-arrestin-GFP spot imaging, agonist mode. Neurotensin receptor type 1 (Homo sapiens), P30989. hit rate 0.17% among 330,000;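 active = activation at or above 40% of the spot to cytoplasm intensity ratio, with at least 20 cells analyzed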;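 note: 0% = DMSO without peptide and 100% = 100 nM NTR1 peptide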
# Target sequence (P30989 whole entry, looked up): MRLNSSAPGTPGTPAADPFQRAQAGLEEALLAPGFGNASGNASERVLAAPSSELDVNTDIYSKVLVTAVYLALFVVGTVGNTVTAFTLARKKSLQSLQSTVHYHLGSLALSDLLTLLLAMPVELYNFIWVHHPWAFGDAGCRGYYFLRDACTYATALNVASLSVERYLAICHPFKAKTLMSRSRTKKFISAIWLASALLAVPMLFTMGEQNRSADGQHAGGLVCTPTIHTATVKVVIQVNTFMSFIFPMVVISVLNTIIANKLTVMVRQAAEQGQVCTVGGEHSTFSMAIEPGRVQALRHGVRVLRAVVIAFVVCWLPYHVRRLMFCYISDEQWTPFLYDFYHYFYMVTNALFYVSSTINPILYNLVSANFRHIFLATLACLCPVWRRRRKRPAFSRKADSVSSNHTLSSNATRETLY
# T cell HTS vesicle-bound % = also measured in T cell HTS; calls as there; double positive events, %; measured here: CD8+ vesicle-bound cell fraction;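 binding gate set so that unloaded-vesicle control wells show 10% double positive cells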
# NTR1 agonist cell count 20 µM = also measured in NTR1 agonist; calls as there; cell count; measured here: cell count, cytotoxicity flag
# Myeloid diff 2 GFP+ MAC1+ % = recorded beside Myeloid diff 2, whose call it bears; GFP+ MAC1+ double positive, %; measured here: differentiation confirmed by MAC1 staining
# * hit, by the source's call; i = inactive; . = not tested or not shown; + = active, no number; [ ] = remark or other dose. Cut-off read from the data, not from the text of the source, unless noted: active = inhibition above about 50%; inactive = the rest.
Molecule,HEK293 NOD2/NF-kB,T cell HTS,T cell HTS vesicle-bound %,KOR beta-arrestin-1,KOR beta-arrestin-2,Myeloid diff 2,Myeloid diff 2 GFP+ MAC1+ %,GPR55 antagonists,GPR55 beta-arrestin,NOD1 NF-kB reporter,NTR1 agonist,NTR1 agonist cell count 20 µM
CN1c2ccccc2C2(C)CCCC3=Cc4cccc([N+](=O)[O-])c4OC312 (configuration not stated),11%,i,46,4.1%,17%,i,1.1,7%,0.1%,-10%,4.7,49
CCOC(=O)C(NS(=O)(=O)c1ccc(Br)cc1)C(C)C (configuration not stated),2%,i,48,1.8%,-8%,i,5.1,0%,0.6%,-2%,0.1,58
CCOC(=O)C1=C(CC)OC(N)=C(C#N)C1c1ccc(OC)c(OC)c1OC (configuration not stated),1%,i,41,-3.6%,-25%,i,1.5,5%,-0.3%,-15%,1.3,56
O=C(CCCc1ccccc1)N1CCN(C2CCCCC2)CC1,-35%,i,45,4.0%,9%[20 µM],i,0.6,-14%,-0.2%,-38%,-0.6,53
CC1(C)CC(=O)c2cc(OCC(=O)N3CCOCC3)ccc2O1,-2%,i,47,-6.7%,4%,i,0.8,-1%,-0.1%,-27%,-0.7,94
C#CCNc1nc(C)nc2c1nnn2Cc1ccccc1F,0%,i,43,-1.4%,20%,i,0.7,12%,0.4%,13%,0.3,57
Cc1ccc(C2=NS(=O)(=O)N(C)C(C(=O)NCc3ccc(F)cc3)=C2)cc1,4%,i,53,.,16%[20 µM],i,1.5,15%,-0.1%,6%,-0.5,96
Cc1ccc2[nH]c(=O)c(CN(Cc3nnnn3Cc3ccccc3)C3CCCC3)cc2c1,-2%,i,33,5.0%,8%,i,0.1,2%,0.2%,-42%,4.3,50
CN1CCN(NS(=O)(=O)c2ccc(Cl)cc2)CC1,-4%,i,55,-5.9%,-8%,i,1.0,-9%,-0.3%,-27%,1.5,37
Cc1cc(Cl)c(OCCCNCc2ccccc2)c(Br)c1,1%,i,28,5.2%,-27%,i,3.2,16%,0.7%,-3%,34,54
COc1ccccc1CNC(=S)Nc1ccc2nc(N3CCN(C)CC3)cc(C)c2c1,-5%,i,20,6.8%,-61%,i,0.6,4%,0.0%,-9%,1.4,63
O=c1oc(-c2ccco2)nc2ccccc12,-4%,i,7,-0.8%,18%,i,1.2,0%,-0.2%,-13%,2.0,43
COc1ccc(CCC(=O)Nc2cc(Cl)ccc2N2CCN(C)CC2)cc1,16%,i,15,5.8%,5%,.,.,25%,1.0%,-19%,-0.4,58
Cc1cc(C(=O)NC2CCCc3c2cnn3-c2cccc(C)c2C)no1 (configuration not stated),-33%,i,32,1.0%,2%,+,12*,4%,-0.1%,11%,1.9,62
C=C(C)CN(CC)C(=O)CCc1nnc(CCc2c[nH]c3ccccc23)o1,-1%,i,20,5.1%,-8%,i,0.4,11%,0.4%,-1%,-0.4,61
O=C(NNC(=O)c1ccccc1O)c1ccc(Br)cc1,-5%,i,62,4.0%,-43%[20 µM],i,0.7,4%,-0.3%,-17%,0.8,69
O=C(Nc1ccccc1F)Nc1ccccc1OC(F)F,5%,i,52,-3.7%,-8%[20 µM],i,0.5,-4%,-0.1%,23%,1.1,76
C/C(Cl)=C\C[N+](C)(C)CC(=O)OCCc1ccccc1,11%,i,26,-3.3%,23%,i,0.1,6%,-0.3%,-5%,0.6,64
CC1=C(C(=O)Nc2ccccc2C(F)(F)F)C(c2sccc2C)NC(=S)N1 (configuration not stated),-7%,i,6,-4.5%,-7%,i,0.0,8%,-0.3%,-33%,0.2,46
CC(=O)Nc1cccc(NC(=O)c2c(-c3c(Cl)cccc3Cl)noc2C)c1,14%,i,16,-3.8%,30%,i,1.8,17%,0.6%,16%,2.3,55
CC1CN(c2nc3c(c(=O)[nH]c(=O)n3C)n2Cc2ccccc2F)CC(C)O1 (configuration not stated),-19%,i,22,2.1%,-42%,i,1.3,-9%,-1.0%,-34%,0.9,84
Cc1cc(C)c2c(-n3cccc3)nn(C)c2n1,-4%,i,35,4.0%,-4%,i,0.3,-11%,-0.1%,24%,0.7,74
CCCc1nc(C)c(-c2ccc(OC)c(OC)c2)c(=O)[nH]1,15%,i,14,3.4%,7%,i,0.7,3%,-0.1%,5%,0.7,72
Cc1ccc(CCNC(=O)CN2C(=O)COc3ccc(S(=O)(=O)N4CCCCC4)cc32)cc1,-20%,i,4,-4.4%,19%,i,4.5,1%,-0.1%,-8%,1.1,70
CCCCNC(=O)OCCNC(=O)NC,5%,i,40,-3.3%,-8%,i,1.3,9%,-0.4%,-21%,-1.4,89
CCCC(=O)OCC(=O)Nc1ccc(OC(F)F)cc1,2%,i,42,7.3%,-43%,i,1.2,-2%,-0.1%,-14%,1.1,78
Nc1cc(N2CCCCC2)c([N+](=O)[O-])cc1Cl,6%,i,42,0.1%,6%,i,0.3,6%,-0.4%,-4%,-1.2,62
CC1(C)Cc2ccccc2C(=NCCCC(=O)O)N1,-16%,i,45,0.6%,9%,i,2.0,3%,0.0%,-25%,-1.2,54
CCOC(=O)c1ccc2c(c1)nc(SCC(=O)c1ccco1)n2CC,8%,i,56,-3.7%,19%,i,0.5,9%,-0.1%,6%,-1.9,74
COc1ccccc1N1CCN(C2CCCN(Cc3ccc(Cl)cc3)C2)CC1 (configuration not stated),-24%,i,63,2.7%,-11%,i,1.5,1%,0.8%,3%,0.0,51
CCN(CC)c1nc(N)n(CCSC(=S)N(C)C)c(=O)n1,0%,i,42,1.2%,5%,i,1.2,-3%,-0.1%,7%,-0.7,52
CCN1C(=O)[C@H]2[C@@H](c3ccc(C)cc3)N3C(=O)N(c4ccccc4)C(=O)[C@@]3(C)[C@H]2C1=O,2%,i,27,-2.7%,-22%[20 µM],i,1.2,-5%,-0.1%,-1%,1.2,55
Cc1ccc(CNC(=O)COC(=O)c2ccc(Cl)c(N)c2)cc1,3%,i,51,-1.0%,10%,i,0.2,4%,-0.3%,-2%,0.2,65
CCc1nnc(NC(=O)CN2CCN(Cc3cccc(F)c3)CC2)s1,-22%,i,50,-2.6%,-4%,i,0.2,-8%,0.0%,-3%,0.2,54
CCOc1ccc(N2C(=O)CC(N(CCc3ccc(OC)cc3)C(=O)/C=C/C(=O)O)C2=O)cc1 (configuration not stated),15%,i,23,.,-35%[20 µM],i,0.3,-2%,-0.1%,-16%,2.7,61
CN(C(=O)Cn1nc(Cl)ccc1=O)C1CCCN(Cc2ccccc2F)C1 (configuration not stated),3%,i,79,2.1%,6%,i,0.9,18%,0.0%,-28%,1.6,58
CCN(c1cccc(C)c1)C1C(=O)c2ccccc2N1C(C)=O (configuration not stated),-3%,i,28,0.9%,-31%,.,.,2%,0.0%,-16%,1.7,79
COC(CN(C)C(C(=O)NC1CCCCC1)c1ccccc1)OC (configuration not stated),3%,i,50,-5.0%,12%,i,0.3,7%,-0.3%,-16%,-1.4,73
COc1ccccc1N1CCN(C(=O)CCN2C(=O)c3cccc4cccc(c34)C2=O)CC1,-22%,i,60,-6.5%,21%[20 µM],i,0.4,11%,0.0%,41%,1.2,35
O=C(NN1C(=O)C2C3C=CC([C@@H]2C1=O)C31CC1)c1ccccc1 (some centres not stated),11%,i,22,0.5%,38%,i,0.9,4%,-0.1%,-8%,0.2,47
O=C(NC1CCCN(Cc2ccc(Cl)cc2)C1)C1CCC1 (configuration not stated),8%,i,60,-0.7%,-18%,.,.,6%,-0.3%,23%,-0.9,60
COc1ccc(CCNC(=O)C(=O)NCC2CCCO2)cc1OC (configuration not stated),16%,i,65,14%,12%,i,7.8,14%,-0.3%,-6%,-0.5,41
COC(=O)Nc1ccc(S(=O)(=O)NC2CCS(=O)(=O)C2)cc1 (configuration not stated),-1%,i,22,5.1%,9%,i,0.8,1%,-1.9%,-10%,0.1,70
CCCCc1ccc(NC(=O)OC)cc1,7%,i,24,-5.7%,21%,i,0.9,4%,-0.2%,-4%,-1.0,43
COc1ccc(Cc2noc(-c3ccccc3)n2)cc1OC,20%,i,60,2.8%,-42%,i,0.0,1%,-0.2%,-25%,0.4,89
Cc1ccc(CN2C(=O)c3ccccc3NC23CCN(Cc2ccccc2)CC3)cc1,10%,i,45,.,.,i,0.3,6%,-0.3%,-7%,0.1,35
CCOP(=O)(OCC)C(NC(=O)Nc1ccc(Cl)cc1)C(=O)N(CC)CC (configuration not stated),10%,i,63,-4.3%,21%,i,0.3,-4%,-0.6%,-28%,-0.3,84
Cc1c(C)n(CC(O)CN2CCCCCC2)c2ccccc12 (configuration not stated),-10%,i,32,-0.5%,0%,i,0.4,31%,-0.3%,-9%,-3.4,84
COc1ccc(CCNC(=O)c2cc(C(C)C)on2)cc1OC,7%,i,25,-2.3%,6%,i,3.0,5%,0.3%,-5%,2.4,110
Cc1ccc2[nH]c3c(=O)n(Cc4ccncc4)cnc3c2c1,-10%,i,28,0.2%,-24%,i,1.3,5%,0.3%,-53%,2.0,45

# Shown with each value named: entries from further up.
CCCCc1ccc(NC(=O)OC)cc1
  HEK293 NOD2/NF-kB: 7%; T cell HTS: i; T cell HTS vesicle-bound %: 24; KOR beta-arrestin-1: -5.7%; KOR beta-arrestin-2: 21%; Myeloid diff 2: i; Myeloid diff 2 GFP+ MAC1+ %: 0.9; GPR55 antagonists: 4%; GPR55 beta-arrestin: -0.2%; NOD1 NF-kB reporter: -4%; NTR1 agonist: -1.0; NTR1 agonist cell count 20 µM: 43

COc1ccc(Cc2noc(-c3ccccc3)n2)cc1OC
  HEK293 NOD2/NF-kB: 20%; T cell HTS: i; T cell HTS vesicle-bound %: 60; KOR beta-arrestin-1: 2.8%; KOR beta-arrestin-2: -42%; Myeloid diff 2: i; Myeloid diff 2 GFP+ MAC1+ %: 0.0; GPR55 antagonists: 1%; GPR55 beta-arrestin: -0.2%; NOD1 NF-kB reporter: -25%; NTR1 agonist: 0.4; NTR1 agonist cell count 20 µM: 89

# Copied from the list.
# Entry for Cc1c(C)n(CC(O)CN2CCCCCC2)c2ccccc12 (configuration not stated) in NTR1 agonist: -3.4
# Entry for COc1ccc(CCNC(=O)c2cc(C(C)C)on2)cc1OC in T cell HTS vesicle-bound %: 25

# This is a subset; count on the stated rates, not on these rows.
